Assay outcomes deposited in PubChem by several laboratories.
VIM-2 inh: blocks Pseudomonas aeruginosa VIM-2 metallo-beta-lactamase | purified VIM-2, nitrocefin hydrolysis, epi-absorbance fluorescence | inhibition, % at 5.6 µM | 0.89% of 290,000 active;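 active = inhibition above the mean of all tested compounds plus 3 SD, cutoff set per screening run, cut at about 7.5% in these data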;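 also: red hydrolysis product quenches plate fluorescence so inhibitors raise well fluorescence; 0% = enzyme with DMSO and 100% = DMSO without enzyme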
p-CIP stab down: compounds decreasing mouse p/CIP protein stability; decrease of EGFP signal, % at 10 µM; F442A p/CIP-EGFP cells, EGFP fluorescence, 16 h; 0.01% of 290,000 active; Q05BA5;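 active = EGFP signal decrease of at least 30% at 10 µM or well 3 SD below plate mean, unless failing retest; inactive = the rest, including hits failing retest or dose response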; also: some compounds called inactive have numbers as strong as hits; many of its hits are not listed in these tables
UBC9 SUMO inh: inhibitors of human SUMOylation (UBC9). P63279. HTRF SUMOylation assay, SAE1/SAE2 + UBC9, in vitro. inhibition, % at 35 µM. 0.36% of 290,000 active. AID 2006; in the data active = inhibition above about 50%, passing the limit was not always enough; also: strong numbers were not always called active
M18AAP inhibitor: PfM18AAP enzyme inhibition; recombinant PfM18AAP, H-Glu-NHMec fluorogenic cleavage; inhibition, % at 7.35 µM; 1.2% of 290,000 active;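 active = inhibition above the campaign mean inhibition over all tested compounds plus 3 SD, cut at about 28% in these data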;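 also: 0% = plate median of test compound wells and 100% = 2 mM ZnCl2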
FID counter: counter-screen for HCV NS3 helicase inhibitors: DNA intercalator displacement. DNA fluorescent intercalator displacement, fluorescence. 0.17% of 290,000 active. inhibition, % at 7.9 µM. AID 1845; in the data active = inhibition above about 37%;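 also: 0% = vehicle and 100% = reference compound; higher means more ethidium bromide displaced from hairpin DNA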
IDE inh: inhibitors of human insulin-degrading enzyme in cells. P14735. HEK cells, FAbetaB cleavage, fluorescence polarization. inhibition, % at 5.59 µM. 0.41% of 320,000 active;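 active = percent inhibition above the average of all tested compounds plus 3 SD, set per screening campaign, cut at about 16% in these data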;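 also: IDE supplied by intact live HEK cells; FP after avidin binding of uncleaved biotin substrate so inhibition keeps polarization high; 0% = DMSO wells and 100% = 60 µM reference IDE inhibitor Ii1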
Target sequence (P14735 whole entry, looked up): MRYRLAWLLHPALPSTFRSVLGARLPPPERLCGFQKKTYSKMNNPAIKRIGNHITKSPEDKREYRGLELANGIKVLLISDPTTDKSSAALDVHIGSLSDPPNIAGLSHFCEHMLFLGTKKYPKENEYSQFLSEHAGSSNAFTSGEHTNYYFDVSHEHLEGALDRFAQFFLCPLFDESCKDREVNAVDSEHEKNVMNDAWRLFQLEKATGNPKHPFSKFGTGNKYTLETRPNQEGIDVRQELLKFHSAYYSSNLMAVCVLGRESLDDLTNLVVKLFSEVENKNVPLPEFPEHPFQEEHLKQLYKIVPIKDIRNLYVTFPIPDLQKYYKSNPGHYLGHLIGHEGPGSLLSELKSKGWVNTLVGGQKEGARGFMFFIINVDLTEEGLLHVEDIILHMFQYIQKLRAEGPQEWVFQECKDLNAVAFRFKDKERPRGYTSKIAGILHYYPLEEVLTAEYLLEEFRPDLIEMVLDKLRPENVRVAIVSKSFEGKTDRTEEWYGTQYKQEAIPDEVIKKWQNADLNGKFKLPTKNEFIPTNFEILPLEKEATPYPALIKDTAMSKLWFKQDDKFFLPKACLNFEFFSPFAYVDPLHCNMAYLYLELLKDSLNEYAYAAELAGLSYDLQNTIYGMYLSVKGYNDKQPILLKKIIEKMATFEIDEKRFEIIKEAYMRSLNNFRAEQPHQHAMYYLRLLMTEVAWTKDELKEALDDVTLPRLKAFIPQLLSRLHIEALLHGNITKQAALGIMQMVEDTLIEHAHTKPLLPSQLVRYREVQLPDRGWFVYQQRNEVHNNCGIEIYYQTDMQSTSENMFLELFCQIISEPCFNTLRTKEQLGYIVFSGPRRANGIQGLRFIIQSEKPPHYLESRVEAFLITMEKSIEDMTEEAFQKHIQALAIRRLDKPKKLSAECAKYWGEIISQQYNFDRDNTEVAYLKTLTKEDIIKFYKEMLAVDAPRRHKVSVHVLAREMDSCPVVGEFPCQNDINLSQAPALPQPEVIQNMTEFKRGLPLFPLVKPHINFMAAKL
IMP-1 inhibitor: blocks Pseudomonas aeruginosa IMP-1 metallo-beta-lactamase | purified IMP-1, nitrocefin hydrolysis, epi-absorbance fluorescence | inhibition, % at 5.6 µM | 0.45% of 290,000 active | AID 1556;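 active = inhibition above the mean plus 3 SD of all compounds in the same screening run, cut at about 4.5% in these data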;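 also: 0% = IMP-1 with DMSO and 100% = DMSO wells lacking enzyme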
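assay system = purified recombinant IMP-1 metallo-beta-lactamase enzyme | schedule = 15 min preincubation plus 25 min reaction at 25 °C | signal = Epi-absorbance fluorescence, 480 nm excitation, 530 nm emission | read-out basis = percent inhibition from optical density relative to buffer-blank wells | controls = IMP-1 with DMSO as 0%, enzyme-free DMSO as 100%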
HCV NS3 hel inh: inhibitors of Hepatitis C virus NS3 helicase. 0.56% of 290,000 active. inhibition, % at 10.9 µM. NS3 helicase DNA unwinding, Cy5 molecular beacon fluorescence. AID 1800;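 active = inhibition above the mean of all tested compounds plus 3 SD, set per campaign, cut at about 35% in these data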;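 also: 0% = DMSO wells and 100% = thioflavine S control wells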
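System: HCV NS3 helicase fragment; control set: DMSO and thioflavine S; technique: Cy5 fluorescence at 0 and 60 min, beacon hairpin quenching; reagent: beacon DNA duplex substrate plus ATP; replicates: singlicate; schedule: 1 h reaction at 25 °C, ATP-initiated; medium: MOPS buffer pH 6.5 with MgCl2, DTT, Tween20, BSA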
IDE act: IDE (human) activation, cell-based; HEK cells, FAbeta-B cleavage, fluorescence polarization; 0% vehicle, 100% cell-free pure enzyme wells; activation, % at 5.96 µM; 0.073% of 340,000 active;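 active = activation above the mean of all tested compounds plus 3 SD, set per screening campaign, cut at about 17% in these data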
Numbers without * were called inactive; · = no result given. Rows are unselected; any-hit rate near 3.6%.

SMILES	VIM-2 inh	p-CIP stab down	UBC9 SUMO inh	M18AAP inhibitor	FID counter	IDE inh	IMP-1 inhibitor	HCV NS3 hel inh	IDE act
CSc1ccccc1NC(=O)c1cnc2n(c1=O)CCS2	-2.7	0	-5	2	-1	0	-1.8	7	-5
CCCCN1C(=O)C2NN=C(C(=O)OCC)C2C1=O (stereo unspecified)	-2.7	-4	14	3	-1	3	-1.8	2	8
COc1ccc(-c2cnc(SCC(=O)Nc3nc(C(C)(C)C)cs3)n2Cc2ccco2)cc1	-3.0	-2	8	4	-35	4	-2.8	52*	2
Cc1csc(NC(=O)c2cc(-c3ccccc3)nc3ccccc23)n1	-3.5	-18	-17	0	-6	4	-4.2	-29	2
CC(C)[C@H](NC(N)=O)C(=O)NCCc1ccc(Cl)cc1	-3.7	0	-6	-10	0	9	-3.1	-2	9
O=C(NNC(=S)Nc1ccccc1)c1ccco1	-2.1	-9	16	5	-2	4	-1.9	4	-1
O=C(CSc1nnc(-c2ccco2)o1)NC1CC2CCC1C2 (stereo unspecified)	-1.8	-2	0	4	-2	8	-4.0	2	2
COc1cccc(-c2cccc(NC(=O)C3CCN(Cc4ccon4)CC3)c2)c1	-2.8	-11	2	2	-8	1	-2.3	4	6
Cc1ccc(/C=N/n2c(COc3ccccc3)n[nH]c2=S)cc1	-2.7	8	-29	17	-24	8	-2.1	19	-4
Cc1cnc(C(=O)Nc2ccccc2-c2ccc(C)o2)cn1	0.8	-2	8	6	-1	1	-0.6	3	-1
CC(=O)Oc1ccc(C(=O)Nc2ccc(S(=O)(=O)N3CCOCC3)cc2)cc1	1.1	4	8	-4	-5	1	-1.8	-5	1
CCCc1cc(C(=O)NCc2cccs2)no1	-3.0	-16	20	3	3	8	-2.3	4	-6
CCOC(=O)/C(C#N)=C/c1cc(C)n(-c2ccc(Br)cc2)c1C	-2.0	1	-9	-4	-2	-6	-1.9	-1	·
CC(=O)NS(=O)(=O)c1ccc(NC(=S)NC(=O)c2ccco2)cc1	0.5	10	0	8	5	-3	-1.3	0	-3
Cn1c(SCC(=O)N2CCOCC2)nnc1-c1cccc(NC(=O)c2ccccc2F)c1	-5.0	-8	24	13	-28	5	0.1	22	3
COc1ccccc1NC1=NC2(CCCC2)N=C(N)N1	-2.1	-13	10	1	0	-6	-1.9	1	-3
CC(C(=O)OCC(=O)c1ccc(Br)cc1)N1C(=O)C2C3CCC(C3)C2C1=O (stereo unspecified)	-0.1	-2	7	10	-34	-1	0.7	-3	8
Cc1ccccc1NC(=S)/C(=C(\[O-])c1ccc(C)c([N+](=O)[O-])c1)[n+]1ccccc1	1.0	-6	3	2	0	5	-1.9	7	-5
Clc1ccc(N2CCN(c3ncnc4c3oc3ccccc34)CC2)cc1	·	-15	-4	·	·	-3	·	·	-3
N#Cc1nc(-c2ccco2)oc1N1CCN(c2cccc(Cl)c2)CC1	-3.0	1	-2	2	-17	2	-1.2	-8	-7
N#Cc1c(NC(=S)NC(=O)c2ccccc2)sc2c1CCN(CCc1ccccc1)C2	0.7	-128	12	2	3	74*	0.6	-39	·
C=CCSc1nnc(NC(=O)COc2ccc3ccccc3c2)s1	-1.8	1	12	3	-4	1	-0.8	4	0
COc1ccc(NC(=O)/C(C#N)=C/C=C/c2ccco2)cc1	-1.4	-1	45	6	-4	5	-2.8	13	2
COc1ccc(N=Nc2[nH]c3ccc(C)cc3c2O)cc1	-3.5	13	-7	1	2	4	-3.7	-3	3

Ordered by value in M18AAP inhibitor (lowest first): three from the list above
SMILES	M18AAP inhibitor
COc1ccc(N=Nc2[nH]c3ccc(C)cc3c2O)cc1	1
N#Cc1nc(-c2ccco2)oc1N1CCN(c2cccc(Cl)c2)CC1	2
C=CCSc1nnc(NC(=O)COc2ccc3ccccc3c2)s1	3

The results go on:
SMILES	VIM-2 inh	p-CIP stab down	UBC9 SUMO inh	M18AAP inhibitor	FID counter	IDE inh	IMP-1 inhibitor	HCV NS3 hel inh	IDE act
CC(Sc1ccccc1)C(=O)Nc1ccccc1C(=O)N1CCOCC1 (stereo unspecified)	-2.3	-10	6	2	-1	2	-1.4	0	-2
CCOC(=O)N1CCC(NC(=O)C(NS(=O)(=O)c2ccc3c(c2)CCN3C(=O)CC)C(C)C)CC1 (stereo unspecified)	-0.6	-2	10	3	-12	5	-1.3	-1	3
O=C(O)CC1S/C(=N/N=C/C2CC=CCC2)NC1=O (stereo unspecified)	-1.9	-5	9	6	-6	1	-3.1	1	0
CC(C)(C)C1=Nn2c(nnc2-c2ccco2)SC1	-1.3	-11	27	-7	-3	4	-2.6	0	4
CC/C(=C\C(=O)c1cccnc1)Nc1ccc(C)c(C)c1	-0.9	-7	1	0	-6	6	-3.4	-1	-1
O=C1NC(=O)c2cc(NC(=O)C3COc4ccccc4O3)ccc21 (stereo unspecified)	-3.7	-6	26	-12	-4	-3	-2.3	10	6
O=C(NCCCCCCNC(=O)c1cncc(O)c1)c1cncc(O)c1	-2.8	-6	7	0	4	-1	-4.5	5	5
C=CCn1c(C)cc(C(=O)CSc2nc(N)cc(N)n2)c1C	1.8	-7	13	8	-10	-3	-1.9	9	4
C=CCOc1nc2c(c(=O)n(C)c(=O)n2C)n1Cc1c(Cl)cccc1Cl	3.1	-8	14	-1	-1	10	-0.8	0	0
COc1ccc(OC)c(C(=O)NC(CC(N)=O)c2ccc(N3CCN(c4ccccc4)CC3)c([N+](=O)[O-])c2)c1 (stereo unspecified)	0.1	2	-3	4	-30	1	-0.5	-16	-2
O=C(c1cccc(S(=O)(=O)NCc2ccccc2)c1)N1CCN(c2cccc(C(F)(F)F)c2)CC1	-3.5	-55	-11	-1	-24	1	-3.9	-4	0
O=C(Cc1c(F)cccc1Cl)NC1=NCCS1	-0.1	15	-5	1	-3	9	-2.3	2	-2

3 compounds out of the list, arranged by SMILES length, highest first.
SMILES	VIM-2 inh	p-CIP stab down	UBC9 SUMO inh	M18AAP inhibitor	FID counter	IDE inh	IMP-1 inhibitor	HCV NS3 hel inh	IDE act
C=CCOc1nc2c(c(=O)n(C)c(=O)n2C)n1Cc1c(Cl)cccc1Cl	3.1	-8	14	-1	-1	10	-0.8	0	0
CC/C(=C\C(=O)c1cccnc1)Nc1ccc(C)c(C)c1	-0.9	-7	1	0	-6	6	-3.4	-1	-1
O=C(O)CC1S/C(=N/N=C/C2CC=CCC2)NC1=O (stereo unspecified)	-1.9	-5	9	6	-6	1	-3.1	1	0

Reformatted with values under each structure: entries from further up.
Below each SMILES: VIM-2 inh	p-CIP stab down	UBC9 SUMO inh	M18AAP inhibitor	FID counter	IDE inh	IMP-1 inhibitor	HCV NS3 hel inh	IDE act
- Clc1ccc(N2CCN(c3ncnc4c3oc3ccccc34)CC2)cc1
    ·	-15	-4	·	·	-3	·	·	-3
- N#Cc1nc(-c2ccco2)oc1N1CCN(c2cccc(Cl)c2)CC1
    -3.0	1	-2	2	-17	2	-1.2	-8	-7
- N#Cc1c(NC(=S)NC(=O)c2ccccc2)sc2c1CCN(CCc1ccccc1)C2
    0.7	-128	12	2	3	74*	0.6	-39	·

Later entries
SMILES	VIM-2 inh	p-CIP stab down	UBC9 SUMO inh	M18AAP inhibitor	FID counter	IDE inh	IMP-1 inhibitor	HCV NS3 hel inh	IDE act
COC(=O)c1ccc(CNC(=O)c2ccc3oc(C(C)C)nc3c2)cc1	-1.8	-7	9	-4	-26	0	-0.1	5	2
Cc1nn(CC(=O)NNC(=S)NCC2CCCO2)c(C)c1Br (stereo unspecified)	-3.2	-6	-5	11	-13	0	-3.9	9	1
O=C(Nc1ccccc1)Nc1nc(-c2ccccc2)cs1	-0.7	0	23	-8	-3	4	-1.6	-12	-1
CCOc1ccccc1NC(=O)C1CCN(C(=O)NCc2ccccc2)CC1	-4.0	8	-6	-1	-18	10	-4.9	-1	3
COc1ccc(N2CCN(c3ncnc4c3[nH]c3ccccc34)CC2)cc1	-0.1	-17	2	0	1	35*	-1.0	4	-10
CC(C)Cn1cnc2sc3c(c2c1=N)CCCC3	-0.7	4	-2	2	-3	-1	0.1	-4	4
Cc1cc(CNC(=O)C2CCC(=O)N(Cc3ccccc3F)C2)on1 (stereo unspecified)	-3.1	2	-12	1	-2	2	-1.3	9	-3
COc1ccccc1-c1cc(C(=O)NCCCn2ccnc2)no1	0.2	-3	16	4	1	-1	-2.2	0	-3
CSCc1ccc(C(=O)Nc2cc(C)cc(C)c2)cc1	-1.0	3	-4	-5	-8	-8	-1.5	-7	-7
CCOC(=O)c1c(-c2ccccc2)oc2ccc(OC(C)C(=O)O)cc12 (stereo unspecified)	-0.8	-11	55*	-1	-25	-6	-2.6	10	1
CCOC(=O)C1=C(CC)OC(N)=C(C#N)C1c1ccc(OC)c(OC)c1OC (stereo unspecified)	-2.6	-11	0	-6	-7	2	-2.0	10	-2
CCCCNC(=O)c1sc(=S)n2c1[nH]c(=O)c1ccc(C(=O)NCCc3ccc(OC)c(OC)c3)cc12	-2.4	-14	-13	7	-25	0	-3.9	-8	6
CCC(=O)c1ccc(Oc2ccc(C(=O)c3ccc(C)cc3)cc2[N+](=O)[O-])cc1	-2.8	8	9	-2	2	-2	-2.7	-3	4
O=S(=O)(NCC1(N2CCOCC2)CCCCC1)c1ccc(Cl)cc1C(F)(F)F	-2.8	-16	27	5	-9	-7	-2.1	-12	0
CCC(NC(=O)NNC(=O)c1ccncc1)(C(F)(F)F)C(F)(F)F	-0.9	-4	2	1	-2	-1	-5.5	-19	-1
O=Cc1cccn1-c1cccc([N+](=O)[O-])c1	-1.8	9	15	0	6	0	2.4	2	3
Cc1cc(Nc2ccccc2)c2c([N+](=O)[O-])ccc(C)c2n1	0.8	-36	-16	4	4	0	-4.8	-3	9
CCOc1cc(/C=N/O)cc(Br)c1OCc1ccc(Cl)cc1	0.1	-2	-11	-2	3	-5	-1.8	-8	4
CCC(=O)Nc1cccc(-n2nnnc2SCC(=O)N2CCCCC2)c1	-2.5	11	0	2	-12	6	-3.7	0	-1
O=C(CN1CCCCCC1)Nc1cccc(NC(=O)CN2CCCCCC2)c1	-1.2	-1	-11	-1	7	5	-1.6	2	5
CN(C(=O)c1ccc(OC2CCN(CCc3ccccc3)CC2)cc1)C1CCCCC1	1.3	-14	10	2	3	3	-2.5	-11	3
COc1cccc(N(C(=O)c2cccs2)c2nc3ccccc3s2)c1	-0.6	0	-7	-3	-3	8	-1.6	-5	-1
O=C(Cn1c(=O)oc2ccc(Cl)cc21)NC1CCCCC1	1.5	-9	-6	-9	5	-5	0.2	2	4
Cc1cc2nnc(SCCCCN3C(=O)c4ccccc4C3=O)n2c2ccccc12	-3.6	-12	2	-7	-8	·	-2.9	5	·
